Gli-Sufu block: antagonists of Gli-Sufu signaling; Sufu-KO-LIGHT fibroblasts, Gli luciferase reporter luminescence; inhibition, % at 5 µM; 340,000 compounds, 0.74% hits; AID 588413;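 active = inhibition above about 55%, limit read from the data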;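 note: 0% = DMSO-treated cells and 100% = wells with medium but no cells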
697 NFkB inh: inhibitors of the PMA/ionomycin-induced NF-kB reporter in 697 B cells; 697 B-cell NF-kB luciferase reporter, 16 h; inhibition, % at 4 µM; 330,000 compounds, 0.33% hits; AID 435022; in the data active = inhibition above about 35%
UPR XBP1 act: adaptive UPR (XBP1) activation; CHO-XBP1 luciferase reporter, IRE1-XBP1 UPR activation, luminescence; percent of tunicamycin response, DMSO as zero; activation, % at 20 µM; 330,000 compounds, 0.33% hits; AID 463104;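 active = versus positive control, 20 µM dose yields 30% or more activation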;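 note: 100% = tunicamycin at 10 µg/mL and 0% = DMSO only wells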
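Material: CHO-XBP1 cells stably carrying IRE1-XBP1-driven luciferase reporter / Amount: 1000 cells per well / Compound: 20 µM, 1% DMSO / Times: 6 h treatment, 37 °C / Detection: luciferase luminescence / Measure: % activation of reporter signal versus tunicamycin and DMSO controls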
CXCR6 block: CXCR6 (human) receptor inhibition; O00574; CHO-K1 PathHunter CXCR6 beta-arrestin, luminescence; inhibition, % at 20 µM; 360,000 compounds, 0.36% hits; in the data active = inhibition above about 34%, passing the limit was not always enough;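 note: antagonist mode with CXCL16 agonist at 10 nM final; 0% = 10 nM CXCL16 with DMSO and 100% = unstimulated wells without agonist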
Target sequence (O00574 whole entry, looked up): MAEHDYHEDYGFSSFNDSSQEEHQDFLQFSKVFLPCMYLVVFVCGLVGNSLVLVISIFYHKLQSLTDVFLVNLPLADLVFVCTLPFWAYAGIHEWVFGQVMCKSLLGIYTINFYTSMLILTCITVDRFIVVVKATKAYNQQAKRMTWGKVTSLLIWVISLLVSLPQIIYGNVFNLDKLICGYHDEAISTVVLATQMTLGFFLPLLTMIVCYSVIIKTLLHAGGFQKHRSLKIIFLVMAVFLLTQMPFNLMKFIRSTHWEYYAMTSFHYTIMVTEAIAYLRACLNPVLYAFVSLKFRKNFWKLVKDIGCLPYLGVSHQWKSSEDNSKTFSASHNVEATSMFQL
CHOP UPR activ: activators of apoptotic arm of unfolded protein response (CHOP) | CHO-CHOP luciferase reporter, UPR activation, luminescence; percent of tunicamycin response over DMSO baseline | activation, % at 10 µM | 330,000 compounds, 0.34% hits | AID 449763;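 active = at 10 µM dose, activation of 40% or more, normalized to positive control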;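 note: 100% = tunicamycin at 10 µg/mL and 0% = DMSO alone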
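System: CHO-CHOP luciferase reporter cell line | Buffer or medium: F12 medium containing 10% fetal bovine serum | Doses: One dose, 10 µM in 0.5% DMSO | Times: 6 h compound exposure at 37 °C after overnight seeding | Signal: Luciferase luminescence | Read-out: % activation vs tunicamycin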
CCR6 antag: CCR6 (human) receptor antagonism; CHO-K1 CCR6 PathHunter beta-arrestin, luminescence, CCL20-stimulated; inhibition, % at 20 µM; 340,000 compounds, 0.49% hits;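 active = compounds whose inhibition of the agonist-driven luminescence signal at 20 µM reaches about 50%, limit read from the data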;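 note: cells stimulated with CCL20 at 14 nM final; plate controls were DMSO with CCL20 for no effect and DMSO without agonist for full effect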
Target sequence (P51684 whole entry, looked up): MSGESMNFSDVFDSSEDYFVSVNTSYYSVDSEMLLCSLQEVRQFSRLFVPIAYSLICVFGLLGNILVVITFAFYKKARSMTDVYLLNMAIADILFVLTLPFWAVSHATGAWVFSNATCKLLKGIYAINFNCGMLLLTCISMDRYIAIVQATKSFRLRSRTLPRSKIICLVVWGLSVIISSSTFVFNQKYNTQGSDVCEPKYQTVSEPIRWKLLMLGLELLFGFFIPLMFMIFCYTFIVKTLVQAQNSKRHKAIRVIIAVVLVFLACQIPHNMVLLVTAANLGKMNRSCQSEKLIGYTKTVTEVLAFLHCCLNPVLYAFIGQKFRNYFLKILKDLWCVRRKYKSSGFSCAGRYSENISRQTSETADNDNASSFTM
Mdm2-MdmX inh: disrupts the human Mdm2-MdmX interaction. O15151+Q00987. inhibition, % at 8 µM. SaOS-2 split-luciferase Mdm2/MdmX complementation, luminescence. AID 485346. 330,000 compounds, 3% hits;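 active = inhibition of at least 50% at 8 µM in the primary screen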
EBI2 antag: blocks human EBI2 receptor beta-arrestin signaling | EBI2 beta-arrestin recruitment, luminescence, 7a,25-OHC stimulated | P32249 | AID 651636 | 360,000 compounds, 0.81% hits | inhibition, % at 5 µM; in the data active = inhibition above about 38%;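 note: enzyme fragment complementation signal reports receptor beta-arrestin coupling in cells; 0% = agonist plus DMSO wells and 100% = wells without agonist; some results beyond the cut were filed as inactive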
Target sequence (P32249 whole entry, looked up, the tested form may be a part): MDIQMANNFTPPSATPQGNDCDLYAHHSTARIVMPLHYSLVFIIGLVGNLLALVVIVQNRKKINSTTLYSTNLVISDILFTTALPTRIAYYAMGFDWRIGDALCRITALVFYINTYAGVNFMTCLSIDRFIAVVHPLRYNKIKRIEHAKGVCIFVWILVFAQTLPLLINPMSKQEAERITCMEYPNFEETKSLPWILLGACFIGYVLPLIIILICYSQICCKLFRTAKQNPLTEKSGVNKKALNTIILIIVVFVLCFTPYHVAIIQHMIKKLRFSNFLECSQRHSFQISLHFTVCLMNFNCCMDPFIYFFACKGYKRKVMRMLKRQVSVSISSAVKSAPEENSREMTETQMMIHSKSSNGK
Jurkat NFkB inh: inhibitors of the PMA/ionomycin-induced NF-kB reporter in Jurkat cells; 330,000 compounds, 0.53% hits; inhibition, % at 4 µM; PMA/ionomycin-induced NF-kB luciferase reporter, luminescence; AID 435003; in the data active = inhibition above about 50%
Starred values were filed as active, the others as inactive; · = no result given.

SMILES | Gli-Sufu block | 697 NFkB inh | UPR XBP1 act | CXCR6 block | CHOP UPR activ | CCR6 antag | Mdm2-MdmX inh | EBI2 antag | Jurkat NFkB inh
Cc1ccc(C(=O)N/C(=C\c2ccc(Cl)cc2)C(=O)NCCN2CCOCC2)cc1 | -12 | 3 | -4 | 2 | 0.1 | 9 | 12 | -5 | 2
O=C(N/N=C\c1ccc(CNS(=O)(=O)c2ccc(Cl)cc2)o1)C(=O)Nc1ccc(Oc2ccccc2)cc1 | -7 | · | · | -5 | · | -8 | · | -13 | ·
CCc1n[nH]c(=S)n1/N=C/c1cccc2ccccc12 | 3 | -8 | -2 | -4 | -1.5 | -3 | 21 | -4 | -10
CCC(C)(c1ccc(C=O)s1)c1ccc(C=O)s1 | -18 | -7 | -1 | -5 | -0.7 | 9 | 16 | -3 | -12
CC[n+]1c(/C=C/C=C/N(C(C)=O)c2ccccc2)sc2ccccc21 | -30 | -30 | 0 | 32 | -2.0 | 17 | 17 | 11 | -24
Cc1ccc(CS(=O)(=O)CCC(=O)NCCC2=CCCCC2)cc1 | 5 | 1 | 3 | 1 | 2.8 | 17 | -23 | -9 | -15
COc1ccccc1C(=O)NCCC(=O)NC(C)c1ccc(-n2ccnc2)cc1 (stereo not drawn) | -3 | 13 | 1 | 13 | 0.8 | -2 | 15 | 2 | 15
N#C/C(=C(/O)c1ccc(C(=O)c2ccccc2)cc1)c1nc2ccccc2[nH]1 | -7 | 9 | 0 | 7 | 0.4 | 23 | 0 | 7 | -1
CCCc1cc(C(=O)Cc2ccccn2)c(O)cc1O | -5 | 5 | -3 | -2 | 0.3 | -4 | -12 | -8 | 2
Cn1c(-c2ccccc2)cnc1NCc1ccc(F)cc1 | 14 | -7 | -3 | 16 | 1.7 | 14 | -5 | -4 | -7

An excerpt from above in order of their number in CXCR6 block, lowest first:
| canonical_smiles | CXCR6 block |
| --- | --- |
| O=C(N/N=C\c1ccc(CNS(=O)(=O)c2ccc(Cl)cc2)o1)C(=O)Nc1ccc(Oc2ccccc2)cc1 | -5 |
| CCc1n[nH]c(=S)n1/N=C/c1cccc2ccccc12 | -4 |
| CCCc1cc(C(=O)Cc2ccccn2)c(O)cc1O | -2 |
| Cc1ccc(C(=O)N/C(=C\c2ccc(Cl)cc2)C(=O)NCCN2CCOCC2)cc1 | 2 |
| N#C/C(=C(/O)c1ccc(C(=O)c2ccccc2)cc1)c1nc2ccccc2[nH]1 | 7 |

Continued.
SMILES | Gli-Sufu block | 697 NFkB inh | UPR XBP1 act | CXCR6 block | CHOP UPR activ | CCR6 antag | Mdm2-MdmX inh | EBI2 antag | Jurkat NFkB inh
CCSc1ncc(Cl)c(C(=O)Nc2ccc(S(=O)(=O)Nc3ncccn3)cc2)n1 | 3 | 13 | -5 | 3 | 1.7 | 6 | 21 | -4 | -4
NC(=O)c1ccc[n+](CC(=O)NCc2ccc(Cl)cc2)c1 | 37 | 10 | 9 | 1 | 1.5 | -6 | 6 | -11 | 7
O=C1Nc2ccc([N+](=O)[O-])cc2C1(O)N1CCCCCC1 (stereo not drawn) | -2 | -5 | 0 | 0 | -0.8 | -12 | 15 | -4 | -11
O=C(NC1CCS(=O)(=O)C1)C1CCCC1 (stereo not drawn) | -2 | -20 | -1 | -11 | -1.4 | 3 | -6 | 1 | 5
S=c1[nH]nc(-c2cccs2)n1/N=C/c1cn(-c2ccccc2)nc1-c1ccccc1 | -2 | -7 | 14 | 4 | 4.2 | 6 | 7 | 18 | 5
CN(CCCNC(=O)COc1cc(=O)n(C)c2ccccc12)Cc1ccccc1 | 13 | 8 | -1 | 1 | -2.0 | -6 | 19 | -3 | -13
COC(=O)c1ccc(-n2c(CCC(=O)O)ccc2-c2ccc(C)cc2)cc1 | 6 | 3 | -4 | 0 | -1.0 | 18 | -15 | 12 | -3
C=CCCC1CN(CCCC)S(=O)(=O)c2c(F)cccc2O1 (stereo not drawn) | 8 | · | · | 14 | · | 14 | · | 7 | ·
CCCCNC(=O)N(O)C1N(/N=C/c2cccs2)C(=S)SC1(C)C (stereo not drawn) | -19 | 6 | -3 | 3 | -1.7 | 10 | 9 | -5 | -7
Cc1cc(C)cc(C(=O)Nc2cccc(NC(=O)c3ccco3)c2)c1 | 18 | -3 | -6 | 3 | 0.2 | 15 | 20 | 2 | 11

Only Mdm2-MdmX inh, Jurkat NFkB inh and 697 NFkB inh, for two of the compounds above:
compound	Mdm2-MdmX inh	Jurkat NFkB inh	697 NFkB inh
O=C(NC1CCS(=O)(=O)C1)C1CCCC1 (stereo not drawn)	-6	5	-20
CCCCNC(=O)N(O)C1N(/N=C/c2cccs2)C(=S)SC1(C)C (stereo not drawn)	9	-7	6

(listing goes on)
SMILES | Gli-Sufu block | 697 NFkB inh | UPR XBP1 act | CXCR6 block | CHOP UPR activ | CCR6 antag | Mdm2-MdmX inh | EBI2 antag | Jurkat NFkB inh
COC(=O)C(Cc1ccccc1)NC(=O)CC(C)CC(=O)Nc1ccc(OC)cc1OC (stereo not drawn) | 19 | 13 | -5 | -7 | 0.5 | 15 | -2 | -1 | -2
Cc1cccc(-c2nnc(SCc3ccccc3)o2)c1 | -96 | -69 | -1 | 3 | 3.9 | 26 | -123 | 1 | -60
O=C(NC1CCC(O)CC1)c1cc(-c2ccco2)nc2ccccc12 (stereo not drawn) | -2 | -2 | -3 | 2 | -0.6 | 11 | 17 | -10 | -16
Cc1cc(C)c(NC(=O)CCCn2c(=O)oc3ccccc32)c(C)c1 | -2 | 18 | -2 | -6 | -0.6 | 3 | 9 | 2 | 15
O=C(NCC1CCCO1)c1cccnc1Nc1ccccc1F (stereo not drawn) | 0 | 7 | 5 | -8 | 0.7 | 14 | 0 | 3 | 5
O=C(Nc1ccccc1)NC1(C(=O)NCc2ccco2)CCCCC1 | 6 | -1 | 4 | -5 | 0.1 | -3 | -7 | -3 | -8
N#C/C(=C\Nc1ccccc1SC(F)(F)F)c1nc(-c2ccccc2)cs1 | -4 | 5 | 5 | 0 | 0.9 | 12 | 12 | -1 | 0
Cc1nc2ccccc2n1CC(=O)NCc1ccccc1 | 36 | -6 | -2 | 0 | 1.5 | -5 | 24 | 0 | 32
Cc1sc2ncnc(N3CCCCC3)c2c1C | 5 | -30 | 1 | 2 | -1.2 | 11 | -22 | -9 | -14
CCOc1cc(/C=C/C(=O)O)ccc1OCc1ccccc1 | 3 | 8 | 0 | 0 | 1.0 | -1 | -20 | 2 | -5
CC1CCN(C(=O)CSc2nnc(CNC(=O)c3ccc(S(=O)(=O)N(C)C)cc3)o2)CC1 | -10 | 0 | -5 | -3 | 0.9 | 8 | 17 | 3 | 1
Cc1nc2c(ccc3c([N+](=O)[O-])cccc32)c(C)c1C | -43 | -15 | -2 | -12 | 3.8 | 3 | -4 | 13 | -5
Cc1cc(C)nc(N(C#N)Cc2ccc(Cl)cc2)n1 | -12 | 24 | -2 | -7 | -0.8 | -4 | -7 | 3 | 5
CCCc1cc(=O)[nH]c(SCC(=O)c2cc(C)n(CCOC)c2C)n1 | 7 | -12 | -1 | 5 | -0.1 | 6 | -16 | -1 | 2
COc1ccc(-c2nnn(CC(=O)N3CCN(c4ccccc4OC)CC3)n2)cc1 | 35 | 22 | -4 | -8 | -1.2 | -12 | 8 | -1 | 16
C/C(=N\NS(=O)(=O)c1ccccc1)c1ccc2c(c1)OCCO2 | 0 | 9 | -2 | -2 | -0.6 | -2 | 17 | 4 | -7
CNC(=O)c1ncoc1-c1ccc(Cl)cc1 | -12 | -2 | -3 | 3 | -0.9 | -4 | -3 | 6 | 2
COc1ccc(CCNC(=O)COc2cccc3c2OC(C)(C)C3)cc1OC | 0 | 5 | 0 | 0 | 0.0 | 4 | 6 | 3 | 1
COc1ccc(C)cc1S(=O)(=O)Nc1cccc(Cl)c1Cl | 4 | -14 | -4 | -1 | -0.2 | 5 | -6 | 2 | -6
COc1cc2c(cc1OC(C)=O)CCCCC2=O | -8 | · | · | -10 | · | -1 | · | 10 | ·
COc1ccccc1NC(=O)c1ccc(NC2=NC3CS(=O)(=O)CC3S2)cc1 (stereo not drawn) | -1 | -6 | 1 | 8 | -0.8 | 0 | 14 | -10 | -7
O=C(Nc1cccc(-c2ccccc2)c1)N1CCN(C(=O)Nc2cccc(-c3ccccc3)c2)CC1 | 4 | 10 | 7 | 9 | 3.3 | 5 | 21 | 5 | 8
CCOc1ccc(S(=O)(=O)Nc2ccccc2SC)c2cccnc12 | 5 | 12 | 0 | -1 | -1.2 | 6 | 15 | -2 | -6
COc1ccccc1C(C(=O)NCc1ccc(F)cc1)N(C(=O)c1csnn1)C1CC1 (stereo not drawn) | 4 | 11 | 3 | 2 | -0.9 | 8 | -23 | 5 | -4
CCC1Sc2ccc(S(=O)(=O)Nc3ccc(OC)cc3)cc2NC1=O (stereo not drawn) | -3 | -14 | -6 | 2 | -1.1 | 6 | 26 | -7 | -4
O=C(NCc1ccccc1)c1nc[nH]c1C(=O)NCc1ccccc1 | -7 | 0 | 1 | 12 | -0.7 | 12 | 14 | -6 | 7
CCN(CC(=O)NCc1cccs1)C(=O)c1cccc(S(=O)(=O)Nc2cccc(C)c2)c1 | 6 | 3 | -4 | -1 | -2.3 | 10 | -10 | -5 | 12
O=c1oc(-c2cccc(Cl)c2)nc2c1cnn2-c1ccccc1 | 5 | 9 | -3 | 17 | 1.3 | 9 | 36 | 20 | 11
N#C/C(=C\c1ccc(-c2cccc([N+](=O)[O-])c2)o1)C(=O)NCCN1CCOCC1 | 5 | 13 | -1 | -5 | -2.0 | 11 | 10 | 5 | -27
CCOC(=O)CN(C)Cc1c[nH]c2ccccc12 | · | -22 | -3 | · | -1.2 | · | -3 | · | 7
COc1ccccc1NC(=O)Cn1nnc2sc3c(c2c1=O)CC(C)(C)OC3 | -4 | 2 | 2 | 0 | 0.8 | 14 | -10 | 1 | -6
Fc1ccccc1N1CCN(C2CCCN(Cc3cccc(C(F)(F)F)c3)C2)CC1 (stereo not drawn) | 25 | -14 | -2 | -2 | -0.6 | 13 | 22 | -15 | -2
CCCCNC(=O)NNC(=O)COc1cc(C)cc(C)c1 | 8 | 18 | 1 | -2 | 0.7 | 11 | 20 | -5 | 5
O=C(Nc1ccc(S(=O)(=O)Nc2ccccc2)cc1)C1COc2ccccc2O1 (stereo not drawn) | 4 | -3 | -4 | 3 | 0.5 | 0 | 3 | 9 | 26
COc1cccc(/C=C2\SC(=S)N(CCCC(=O)NC3=NCCS3)C2=O)c1 | 4 | 42* | -7 | 8 | -1.9 | 25 | 63* | -7 | 14
Cc1nc(N)c(Br)c(C)c1Br | -4 | 14 | -2 | -1 | -0.3 | -10 | -25 | 3 | -2
Fc1ccc(-n2c(CN3CCCCC3)n[nH]c2=S)cc1 | · | 11 | -3 | 1 | 0.0 | -2 | 10 | 0 | -11
O=C(CC1(O)C(=O)N(Cc2ccccc2)c2ccccc21)c1ccc2c(c1)OCO2 (stereo not drawn) | 5 | 7 | 0 | -8 | -3.2 | 3 | 28 | -1 | 10
Cc1cc2ncn(C(=O)N3CCCCC3)c2cc1C | -11 | -1 | 0 | 4 | 4.6 | 1 | -29 | 5 | -9
CCOc1ccccc1N(C(=O)CNC(=O)c1ccco1)C(C(=O)NC1CCCC1)c1cccnc1 (stereo not drawn) | 2 | 4 | -1 | 10 | 2.2 | -3 | 18 | 1 | 0
O=S(=O)(NCc1ccc(F)cc1)c1ccc(Br)cc1Br | 24 | -6 | -2 | -1 | 2.1 | 17 | 18 | 14 | -3
COc1ccc(CN(CC(=O)NCc2ccc3c(c2)OCO3)C(=O)c2csnn2)cc1 | 4 | -3 | -5 | 0 | 1.1 | 7 | -21 | 3 | -9
